Screening results from PubChem.
BL2 CD40 inh – CD40 pathway inhibition in BL2 cells; hit rate 0.94% among 83,000; BL2 NF-kB luciferase reporter, CD40L-induced, 4 h; inhibition, % at 10 µM;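 active = mean inhibition of at least 50% with a set share of replicates also reaching that level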;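 note: 0% = neutral control wells and 100% = IKK inhibitor VII at 50 µM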
Starred values were filed as active, the others as inactive; & = joins results of further samples; [ ] = dose if it differs, or a comment. These rows are one share of the data; count on the stated rates, not on these rows.

entry	compound	BL2 CD40 inh
1	CN(C(=O)Cc1c[nH]c2ccccc12)C(C(=O)Nc1ccc2c(c1)OCO2)c1ccccc1 (stereo not drawn)	-3
2	O=S(=O)(Nc1cccc(S(=O)(=O)N2CCCCC2)c1)c1ccccc1F	10
3	Cn1cc(CCNCc2cn[nH]c2-c2ccc(-c3ccccc3)cc2)cn1	-55
4	CS(=O)(=O)Nc1ccc2c(c1)[C@H]1C[C@H](CC(=O)NCc3cc(F)ccc3F)O[C@@H](CO)[C@H]1O2	-13[25 µM]
5	O=C(c1ccccc1)N1CCN(c2ncnc3c(-c4ccccc4)nsc23)CC1	-39
6	CNC[C@@H]1Oc2ncc(-c3cncnc3)cc2C(=O)N([C@H](C)CO)C[C@@H]1C	-20[25 µM]
7	CC1(C)NC(=O)N(CCOCCSc2ccccc2)C1=O	-23
8	COc1ccc(NC(=O)c2cccc(S(=O)(=O)N3CCc4ccccc43)c2)c(OC)c1	6
9	CCNC(=O)[C@H]1[C@H](CO)[C@H]2Cn3c(ccc(/C=C/c4ccccc4)c3=O)[C@@H]1N2C(=O)c1ccncc1	0[25 µM]
10	O=C(NNC(=O)c1ccc(F)c(S(=O)(=O)N2CCOCC2)c1)c1ccc(Br)cc1	6
11	CNC[C@H]1OCCCC[C@@H](C)Oc2ccc(NS(=O)(=O)c3ccccc3)cc2C(=O)N([C@H](C)CO)C[C@@H]1C	-1
12	CSc1ccccc1C(=O)NCCSC(C)(C)C	4
13	Oc1ccc(CN2CCC(Cc3ccccc3)CC2)c2cccnc12	25
14	Cc1ccc(S(=O)(=O)N2CCN(S(=O)(=O)c3ccc(C)cc3)C2c2ccccc2)cc1	8
15	COCc1cn(CC[C@H]2CC[C@H](NC(=O)Nc3c(C)noc3C)[C@@H](CO)O2)nn1	-4[25 µM]
16	CC(=O)Nc1cccc(-c2ccnc3c2CC(C)(C(=O)NCc2ccncc2)O3)c1 (stereo not drawn)	4
17	Cc1nn(C(C)C(=O)NCCc2cccs2)c(=O)c2nn(-c3ccccc3)c(C)c12 (stereo not drawn)	7
18	CN1CCC(N(C)C(=O)CNC(=O)c2ccc(C(C)(C)C)cc2)CC1	-6
19	O=C(COc1ccccc1)Nc1ccc(S(=O)(=O)Nc2ccccn2)cc1	6
20	CC(=O)N1CCN(S(=O)(=O)c2cccc(C(=O)NC3CC3)c2)CC1	27
21	O=C(COC(=O)c1ccc(-n2cnnn2)cc1)c1ccc(Br)cc1	-16
22	Cc1ccccc1S(=O)(=O)N(C)C[C@H]1OCc2ccccc2-c2ccccc2C(=O)N([C@@H](C)CO)C[C@H]1C	4
23	CNc1ccncc1S(=O)(=O)NC	9
24	O=C(Nc1cccc2ncccc12)c1ccc2c(c1)OCCO2	-10
25	COc1ccc(C2OC[C@H]3O[C@H](O)[C@H](NC(C)=O)[C@@H](O)[C@@H]3O2)cc1 (stereo partly drawn)	6
26	CC1(C)CC(=O)c2sc(N)nc2C1	14
27	Cc1ccc(S(=O)(=O)NCC(=O)NCC(=O)OCC(=O)N2CC(=O)Nc3ccccc32)cc1C	3
28	CN1c2ccc(C#Cc3ccccc3)cc2[C@H]2[C@H](CCN2S(=O)(=O)c2ccccc2F)[C@H]1CO	3
29	C[C@H]1CN([C@@H](C)CO)C(=O)CCCn2cc(nn2)CO[C@@H]1CN(C)Cc1ccccc1	9[25 µM]
30	CC(=O)c1cccc(OCc2cc(C(=O)N(C)Cc3cnccn3)no2)c1	-101
31	N#C[C@H]1[C@@H](c2ccccc2)[C@H](CO)N1C(=O)CN1CCOCC1	-11[25 µM]
32	COc1ccc2nc(NNC(=O)COc3ccccc3)sc2c1	-8
33	CC(C)NC(=O)N(C)C[C@H]1Oc2ccc(N(C)C)cc2CC(=O)N(C)C[C@@H]1C	6
34	Nc1c(C(=O)N2CCOCC2)sc2nc(N3CCOCC3)c3c(c12)CCCC3	14
35	CN(C)C(=O)c1ccc(-c2ccc3c(c2)[C@H]2[C@H](CCN2C(=O)c2ccccc2F)[C@H](CO)N3)cc1	-5[25 µM]
36	COc1cc(C(=O)NCC(=O)NCCN2C(=O)S/C(=C\c3ccccc3Cl)C2=O)cc(OC)c1OC	-30

Another view of some results above.
#9 CCNC(=O)[C@H]1[C@H](CO)[C@H]2Cn3c(ccc(/C=C/c4ccccc4)c3=O)[C@@H]1N2C(=O)c1ccncc1
  BL2 CD40 inh: 0[25 µM]
#10 O=C(NNC(=O)c1ccc(F)c(S(=O)(=O)N2CCOCC2)c1)c1ccc(Br)cc1
  BL2 CD40 inh: 6

Other results:
entry	compound	BL2 CD40 inh
37	CCOC(=O)c1sc(NC(=O)CCN2CCN(CC)CC2)c(C(=O)OCC)c1C	-3
38	Cc1nn(-c2ccc(F)cc2)c(Cl)c1/C=C(\CCC(=O)O)c1nc2ccccc2s1	5
39	O=C(N=C1SC2CS(=O)(=O)CC2N1Cc1ccc(F)cc1)C1CCCO1 (stereo not drawn)	10
40	O=C(O)CCn1c(=O)[nH]c2ccccc2c1=O	-4
41	CC1(O)C(O)C(CO)OC1n1cnc2c(NC3CCCC3)nc(Cl)nc21 (stereo not drawn)	-2[25 µM]
42	O=C1NCCCOCc2cn(nn2)CC[C@@H]1Cc1ccc(-c2ccccc2)cc1	9[25 µM]
43	CO[C@H]1CN(C)C(=O)c2cccc(C#N)c2OCC[C@@H]2CC[C@@H](OC)[C@@H](CN(C)C(=O)[C@H]1C)O2	3[25 µM]
44	COCC(=O)Nc1cc(Cl)ccc1C	19
45	O=C(CCCOc1ccccc1)Nc1nncs1	8
46	COc1ccc2ccc(OC)c(/C=N/NC(=O)c3cc4ccccc4o3)c2c1	-29
47	O=C(NN1C(=O)c2ccccc2NC1c1cccnc1)c1ccccc1 (stereo not drawn)	7
48	COc1ccc(C(=O)n2c(-c3ccco3)nc3ccccc32)cc1	-18
49	O=C1c2[nH]nc(-c3ccccc3O)c2C(c2cccc(Cl)c2)N1CC1CCCO1 (stereo not drawn)	16
50	C[C@@H]1CN([C@H](C)CO)C(=O)CCCn2nncc2CO[C@H]1CN(C)C(=O)c1ccncc1	8[25 µM]
51	CC1CCN(CC[C@H]2CCCN2S(=O)(=O)c2cccc(O)c2)CC1	-5
52	CO[C@@H](CN(C)C(=O)C1CC1)[C@H](C)CN(C(=O)Nc1ccc(C(F)(F)F)cc1)[C@@H](C)CO	0
53	Cc1ccc(CC(=O)Nc2nncs2)cc1	4
54	COc1ccc2[nH]cc(C(=O)CN3CCN(C/C=C/c4ccccc4)CC3)c2c1	-7
55	COc1cccc(C(=O)N2C[C@H]3[C@@H](c4ccccc42)[C@H](CO)N3C(=O)c2ccc(F)cc2)c1	-3
56	COCC#Cc1ccc2c(c1)O[C@@H](CN(C)C(=O)COC)[C@H](C)CN([C@H](C)CO)S2(=O)=O	7[25 µM]
57	COc1ccc2c3c(n(C)c2c1)[C@@H](CO)N(C)CC31CCN(C(=O)c2cccnc2)CC1	-7[25 µM]
58	Cc1c(NC(=O)COC(=O)/C=C/c2ccccc2Br)c(=O)n(-c2ccccc2)n1C	2
59	CC(C)(C)NCC(O)COc1nsnc1N1CCOCC1 (stereo not drawn)	-13[25 µM]
60	COC(=O)c1c(C(=O)OC)c(-c2ccc(OC)cc2)n2c1CCC2	4
61	COc1ccc(Sc2nnc(Cc3ccccc3)c3ccccc23)cc1	14
62	O=C(NCCCN1CCCCC1)c1ccc2c(c1)NC(=O)C(N1CCCCC1)S2 (stereo not drawn)	4
63	N#Cc1ccc(C(=O)NCC(c2ccco2)N2CCCCC2)cc1 (stereo not drawn)	5
64	O=C(C[C@@H]1C[C@@H]2c3cc(NC(=O)CC4CC4)ccc3O[C@@H]2[C@@H](CO)O1)NCC1CC1	7[25 µM]
65	CCN(CC(=O)Nc1ccccc1C(F)(F)F)C(=O)Cn1c(=O)cnc2ccccc21	7
66	Oc1[nH]c2ccccc2c1N=Nc1c(F)c(F)c(F)c(F)c1F	-10
67	Cc1n[nH]c(C)c1NC(=O)CN1CCN(S(=O)(=O)c2ccc(C(F)(F)F)cc2)CC1	12
68	CN(Cc1cccnc1)C(=O)c1ccc(Cl)c(NS(=O)(=O)c2ccc(F)cc2)c1	14
69	O=C(COc1ccc2ccccc2c1)N1CCN(C(=O)c2cccnc2)CC1	1
70	O=C(NC(=S)NCCCN1CCOCC1)c1ccc(Br)cc1	-3
71	Cc1c(C(=O)NC2CCN(Cc3ccccc3)C2)oc2c(Cl)cccc12 (stereo not drawn)	-17
72	CCOC(=O)N1CCN(C(=O)C2CCC(=O)N(Cc3ccccc3OC)C2)CC1 (stereo not drawn)	-12
73	CN(C)C(=O)C[C@@H]1C[C@@H]2c3cc(NC(=O)Nc4ccc(F)cc4)ccc3O[C@@H]2[C@@H](CO)O1	7[25 µM]
74	CN(C)CCNc1ccc2ncn3c4ccc(O)cc4c(=O)c1c23	-55
75	Cc1oc(-c2ccccc2)nc1C(=O)OCC(=O)NC(C)c1ccccc1 (stereo not drawn)	6
76	CC(C)(C)c1ccc(OC(=O)c2ccc3snnc3c2)cc1	1
77	C/C(=N\NC(=O)c1ccc2c(c1)OCO2)c1ccco1	-3
78	CCc1noc(C)c1C(=O)Nc1nnc(C(CC)CC)s1	4
79	O=C(COC(=O)c1ccccc1[N+](=O)[O-])c1ccc2c(c1)OCO2	88*
80	O=C(CNC(=O)c1ccc2c(=O)n3c(nc2c1)CCC3)Nc1ccc(F)c(F)c1	13
81	O=C(Nc1nc(-c2ccccc2)cs1)C1CCCCN1S(=O)(=O)c1ccc(Cl)cc1 (stereo not drawn)	15
82	CC(Oc1ccc(Br)cc1Br)C(=O)NC1CCCC1 (stereo not drawn)	5
83	COc1ccc2c3c([nH]c2c1)[C@H](CO)N(C(=O)c1ccccn1)CC31CCN(C(=O)C2CCCC2)CC1	-2
84	O=C(C1CCCC1)N1CC[C@@H]2[C@H]1c1cc(Br)ccc1N[C@@H]2CO	-20
85	CCc1cc2c(=O)c(-c3nc(C)cs3)c(CCCC(=O)O)oc2cc1O	14
86	C[C@H](CO)N1C[C@H](C)[C@H](CN(C)C(=O)NC2CCCC2)OCc2cnnn2CCCC1=O	6[25 µM]
87	O=C(Nc1nnc(-c2ccc(Cl)s2)o1)C1CC1	-18
88	C[C@@H]1CN([C@@H](C)CO)C(=O)c2ccccc2-c2ccccc2CO[C@@H]1CN(C)Cc1cccc(C(=O)O)c1	-5[25 µM]
89	O=C1NC(=S)SC1=Cc1cccs1	-5
90	CCS(=O)(=O)N1CCC2(CC1)OCCN2S(=O)(=O)c1ccc(OC)cc1	3
91	CCS(=O)(=O)N1CCC2(CC1)CN[C@@H](CO)c1[nH]c3cc(OC)ccc3c12	-1[25 µM]
92	CN1CCN(S(=O)(=O)c2cccc(C(=O)Oc3ccc(C(C)(C)C)cc3)c2)CC1	13
93	Cc1ncsc1CCOC(=O)C12CC3CC(CC(C3)C1)C2	-1
94	Nc1nnnn1/N=C/c1ccc(N2CCCCC2)c([N+](=O)[O-])c1	-48
95	COCCNC(=O)C1(C)CCCN(C(=O)c2ccc(C(=O)OC)cc2)C1 (stereo not drawn)	-9
96	C[C@H](CO)N1C[C@H](C)[C@@H](CN(C)C(=O)NC2CCCCC2)OCCCC[C@H](C)Oc2ccc(N(C)C)cc2C1=O	-12[25 µM]

Arranged by molar mass (high to low): part of the list above
entry	compound	BL2 CD40 inh
96	C[C@H](CO)N1C[C@H](C)[C@@H](CN(C)C(=O)NC2CCCCC2)OCCCC[C@H](C)Oc2ccc(N(C)C)cc2C1=O	-12[25 µM]
86	C[C@H](CO)N1C[C@H](C)[C@H](CN(C)C(=O)NC2CCCC2)OCc2cnnn2CCCC1=O	6[25 µM]
94	Nc1nnnn1/N=C/c1ccc(N2CCCCC2)c([N+](=O)[O-])c1	-48

Next entries.
entry	compound	BL2 CD40 inh
97	Cc1csc2c(N(C)CCO)ncnc12	-12
98	COc1ccccc1NC(=O)N1[C@@H]2CNC[C@H]1C2c1ccc(-c2ccccc2OC)cc1 (stereo partly drawn)	-83&-2
99	CC(=O)Nc1ccc(OCc2ccc(S(=O)(=O)Cc3ccccc3)cc2)cc1	22
100	C[C@@H]1CN([C@H](C)CO)C(=O)c2c(c3ccccc3n2C)-c2ccccc2CO[C@@H]1CN(C)Cc1ccncc1	7
101	CCCc1c(C(=O)N/N=C/c2cccnc2)nnn1-c1nonc1N	1
102	O=C(C[C@H]1C[C@H]2c3cc(NC(=O)Nc4ccccc4F)ccc3O[C@H]2[C@@H](CO)O1)NCc1ccc2c(c1)OCO2	-10[25 µM]
103	COc1ccc(-c2ccc3c(c2)[C@@H]2[C@@H](CCN2C(=O)C2CCC2)[C@H](CO)N3C)cc1	58*
104	COc1ccc(-c2nnn(CC(=O)c3ccccc3)n2)cc1OC	-1
105	CCOCCCNC(=O)Cc1ccc(F)cc1	3
106	O=C(CCNC(=O)c1ccc(Br)cc1)Nc1ccccc1N1CCCC1	-1
107	CCOC(=O)N1CCN(Cc2ccc(OCC(O)CN3CCCCC3)cc2)CC1 (stereo not drawn)	14
108	CCn1cnc2sc(C(=O)N3CCN(c4ccc(OC)cc4)CC3)c(C)c2c1=O	-3
109	C[C@H]1CN([C@@H](C)CO)C(=O)CCCn2nncc2CO[C@H]1CN(C)S(=O)(=O)c1ccccc1C#N	1[25 µM]
110	CCCC(=O)Nc1ccc2c(c1)OC[C@@H](C)N(S(=O)(=O)c1cn(C)cn1)C[C@H](C)[C@@H](OC)CN(C)C2=O	-2[25 µM]
111	N#C[C@@H]1[C@@H](c2ccc(C#CC3(O)CCCC3)cc2)[C@@H](CO)N1C(=O)C1CCC1	-6
112	CCCCC(CC)CNC(=O)c1ccc2c(c1)OCO2 (stereo not drawn)	-3
113	Cn1nc(C(=O)NCc2ccccn2)c2ccccc2c1=O	-6
114	C[C@@H]1CN([C@H](C)CO)C(=O)c2cc(NS(=O)(=O)c3cccs3)ccc2O[C@H]1CN(C)Cc1ccc(C(=O)O)cc1	-8[25 µM]
